FECH inh – inhibitors of human ferrochelatase, primary screen, biochemical, purified FECH, Ni-mesoporphyrin absorbance; calls only at 10 µM (by protocol); Ferrochelatase, mitochondrial (Homo sapiens), P22830; Ni-mesoporphyrin absorbance 550 nm; 3.3% of 20,000 active;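 active = enzyme reaction rate more than 3 SD below the solvent-only control wells on the same plate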;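 note: lower slope than DMSO wells means FECH inhibition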
Calls only; i = inactive. These rows are one share of the data; rates above refer to the full screens.

SMILES	FECH inh
Cc1ccc(-c2nnc(-c3nc(N4CCCCC4C)c4ccccc4n3)o2)cc1 (configuration not stated)	i
